From PubChem
MCF10A rereplic: A quantitative high throughput screen for small molecules that induce DNA re-replication in MCF 10a normal breast cells | MCF 10A DNA re-replication, Hoechst nuclear intensity, 48 h | 2.9% of 350,000 active | Potency, µM (highest dose often 46.1 µM), for the others: at the highest dose activity, positive = re-replication, most hits filed as activators; also: potency is read from the fitted curve at half-maximal effect; % of control where 0% means no effect; nearly all actives have a fitted effect of over 50% in size
IL1B secr inh: qHTS for Inhibitors of Inflammasome Signaling: IL-1-beta AlphaLISA Primary Screen; 4.7% of 360,000 active; THP-1 LPS/ATP IL-1B secretion, AlphaLISA, 16 h; active compounds read low; activity change, % at 57.5 µM; in the data active = activity change below about -50%; inconclusive = mostly about -30% to -49%; also: % is scaled to controls: 0 for no effect and ±100 for the full control effect
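THP-1 cells pretreated 1 hr with compounds (up to 57.5 uM final), then stimulated with LPS (250 ng/mL final) plus ATP (1.25 mM final); secreted IL-1B measured by AlphaLISA after 16 hr, decreased signal indicating inhibition.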
SW480 rerep: A quantitative high throughput screen for small molecules that induce DNA re-replication in SW480 colon adenocarcinoma cells. 1.8% of 340,000 active. AID 624297, 2012. SW480 DNA re-replication, Hoechst DNA content imaging, 48 h. Potency, µM (series often up to 46.1 µM), inactives show at the highest dose re-replication activation, usual class: activators; also: potency is read from the fitted curve at half-maximal effect; % of control where 0% means no effect; nearly all actives have a fitted effect of over 55% in size
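Hoechst fluorescence of nuclei (405 nm excitation, 500-530 nm emission) measured by plate-scanning imager after 48 hr compound exposure at 37 C; re-replication scored as increased number of nuclei with elevated intensity.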
HT1080NT lethal: qHTS for induction of synthetic lethality in tumor cells producing 2HG: qHTS for the HT-1080-NT fibrosarcoma cell line. AID 686970, 2013. 1.6% of 360,000 active. HT-1080-NT fibrosarcoma viability, CellTiter-Glo ATP luminescence, 48 h. Potency, µM (top dose mostly 46.1 µM), for the others: at the highest dose activity, negative = less viability, usual class: cytotoxic;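 also: NT is the 2HG producing partner of a matched IDH1 knockdown line; potency is read from the fitted curve at half-maximal effect; 0% = DMSO-treated cells and -100% = media-only wells without cells; nearly all actives have a fitted effect of over 55% in size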
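Compounds were tested in concentration-response format on HT-1080-NT cells for 48 hours at 37 degrees C. Cell viability came from CellTiter-Glo luminescence; curves were classified by r2, response magnitude and activity.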
HT1080 IDH1KD tx: qHTS for induction of synthetic lethality in tumor cells producing 2HG: qHTS for the HT-1080-IDH1KD cell line; HT-1080 IDH1 knockdown viability, ATP luminescence, 48 h; Potency, µM (doses to about 46.1 µM), for inactives: top-dose activity, negative = toxicity, usual class: cytotoxic; 2% of 360,000 active; AID 686971, 2013;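 also: potency is read from the fitted curve at half-maximal effect; 0% = DMSO wells and -100% = cell-free medium wells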
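In this qHTS, HT-1080 cells depleted of IDH1 are exposed for 48 h at 37 °C to compound titrations. Toxicity is scored from CellTiter-Glo luminescence, with DMSO as full viability and medium alone as none.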
ATXN2 expr inh: Primary qHTS for Inhibitors of ATXN expression. HEK-293 ATXN2-luciferase reporter, luminescence, 24 h. Potency, µM (highest dose often 57 µM), without a hit: top-dose activity change, negative = inhibition, most hits filed as inhibitors. 0.72% of 360,000 active. AID 1745845, 2022; also: potency is read from the fitted curve at half-maximal effect; % is scaled to controls: 0 for no effect and ±100 for the full control effect; nearly all actives have a fitted effect of over 55% in size
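qHTS (up to 57 uM final) was run with 24 h compound exposure of reporter cells at 37 °C. Each well was multiplexed: SteadyGlo luminescence measured ATXN2-luciferase expression after a fluorogenic Gly-Phe-AFC viability readout (25 uM final).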
KB-3-1 tox: qHTS assay for MDR1-selective chemotherapeutics: Primary screen using the parental adenocarcinoma cell KB-3-1; KB-3-1 viability, CellTiter-Glo ATP luminescence, 72 h; Potency, µM (series often up to 46.1 µM), for the others: at the highest dose activity change, negative = cytotoxic, most hits filed as cytotoxic; 1.4% of 400,000 active; AID 1347075, 2019; also: potency is read from the fitted curve at half-maximal effect; % is scaled to controls: 0 for no effect and ±100 for the full control effect; nearly all actives have a fitted effect of over 60% in size
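Here the drug-naive KB-3-1 line serves as comparator for MDR sub-line selectivity; cells received compound titrations, 72 h at 37 °C, then CellTiter-Glo readout.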
WRN helicase inh: qHTS for Inhibitors of WRN Helicase; 0.46% of 360,000 active; WRN helicase unwinding, fluorescent forked duplex, kinetic; Bifunctional 3'-5' exonuclease/ATP-dependent helicase WRN (Homo sapiens), Q14191; Potency, µM (highest dose often 114 µM), for the others: at the top dose activity change, negative = inhibition, usual class: inhibitors; also: potency is read from the fitted curve at half-maximal effect; % is scaled to controls: 0 for no effect and ±100 for the full control effect; nearly all actives have a fitted effect of over 55% in size
Target sequence (Q14191 whole entry, looked up): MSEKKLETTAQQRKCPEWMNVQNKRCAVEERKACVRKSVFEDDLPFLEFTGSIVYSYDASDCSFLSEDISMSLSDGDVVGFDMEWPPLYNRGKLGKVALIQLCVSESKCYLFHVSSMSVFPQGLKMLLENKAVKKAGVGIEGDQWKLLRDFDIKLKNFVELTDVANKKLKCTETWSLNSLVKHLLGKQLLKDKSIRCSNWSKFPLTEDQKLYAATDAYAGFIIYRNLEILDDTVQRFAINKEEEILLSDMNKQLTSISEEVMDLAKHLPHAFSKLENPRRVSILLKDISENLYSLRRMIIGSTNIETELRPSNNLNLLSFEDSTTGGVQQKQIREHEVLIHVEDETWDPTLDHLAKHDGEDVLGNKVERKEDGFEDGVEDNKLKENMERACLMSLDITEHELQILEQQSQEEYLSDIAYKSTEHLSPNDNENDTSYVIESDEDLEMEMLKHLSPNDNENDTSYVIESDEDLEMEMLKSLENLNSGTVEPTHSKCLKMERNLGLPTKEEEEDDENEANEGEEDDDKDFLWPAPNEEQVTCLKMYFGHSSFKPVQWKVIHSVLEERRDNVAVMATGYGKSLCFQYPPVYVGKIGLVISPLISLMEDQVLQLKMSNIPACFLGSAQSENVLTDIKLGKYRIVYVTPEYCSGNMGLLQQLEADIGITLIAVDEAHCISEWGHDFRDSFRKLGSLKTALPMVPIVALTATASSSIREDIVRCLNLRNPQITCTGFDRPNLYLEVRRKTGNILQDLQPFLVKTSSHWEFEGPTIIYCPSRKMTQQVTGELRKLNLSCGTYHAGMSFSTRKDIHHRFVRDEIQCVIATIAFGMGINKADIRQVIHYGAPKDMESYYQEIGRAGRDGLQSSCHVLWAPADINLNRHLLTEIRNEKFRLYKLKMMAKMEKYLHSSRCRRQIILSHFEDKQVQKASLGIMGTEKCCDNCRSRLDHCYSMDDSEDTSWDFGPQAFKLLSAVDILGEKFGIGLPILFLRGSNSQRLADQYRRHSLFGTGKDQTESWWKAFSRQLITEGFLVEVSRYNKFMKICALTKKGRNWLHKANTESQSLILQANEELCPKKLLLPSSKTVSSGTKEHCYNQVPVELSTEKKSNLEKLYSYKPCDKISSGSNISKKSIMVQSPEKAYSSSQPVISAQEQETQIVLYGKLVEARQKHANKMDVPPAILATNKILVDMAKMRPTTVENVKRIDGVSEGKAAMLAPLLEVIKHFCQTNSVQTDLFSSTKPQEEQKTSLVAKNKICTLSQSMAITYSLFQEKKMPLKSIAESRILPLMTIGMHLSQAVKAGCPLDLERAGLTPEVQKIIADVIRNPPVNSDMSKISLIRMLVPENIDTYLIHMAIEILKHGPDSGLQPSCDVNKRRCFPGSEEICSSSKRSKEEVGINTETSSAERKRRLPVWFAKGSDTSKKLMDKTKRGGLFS
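Kinetic red-fluorescence monitoring (525/598 nm) tracks WRN helicase activity after 100 nM fluorophore-quencher forked duplex and 2 mM ATP are added to 20 nM enzyme pretreated 15 min at room temperature with compound.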
KB-V1 cytotox: qHTS assay for MDR1-selective chemotherapeutics: Primary screen using the drug-selected MDR subline cells KB-V1; KB-V1 MDR cells viability, CellTiter-Glo, 72 h; Potency, µM (highest dose often 46.1 µM), inactives show top-dose activity change, negative = cytotoxicity, actives largely listed as cytotoxic; 3.4% of 400,000 active; AID 1347076, 2019; also: potency is read from the fitted curve at half-maximal effect; % is scaled to controls: 0 for no effect and ±100 for the full control effect; nearly all actives have a fitted effect of over 60% in size
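Compound-treated KB-V1 multidrug-resistant cells, 72 h, 37 degrees C; viability by CellTiter-Glo. Fitted qHTS curves give the values.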
* = called active by the depositor; i = inactive; ? = inconclusive; nt = not tested or not shown; [ ] = dose if it differs, or a comment. Unless noted, calls follow the shape of the dose curve; as a rule, active = well fitted curve in the direction sought with a large enough effect; inconclusive = small, poorly fitted or top-dose-only effect, or another doubt; inactive = no such curve, though single readings can be large; an effect the other way counts as inactive or inconclusive.

molecule	MCF10A rereplic	IL1B secr inh	SW480 rerep	HT1080NT lethal	HT1080 IDH1KD tx	ATXN2 expr inh	KB-3-1 tox	WRN helicase inh	KB-V1 cytotox
COc1ccc(CCNC(=O)Nc2nnc([C@H]3C[C@H](O)[C@@H](CO)O3)s2)cc1OC	nt	26	nt	29%	4%	8%	0%	7%	5%
CN(C)C(=O)c1noc2cc([N+](=O)[O-])ccc12	1%	-6	0%	1%	9%	2%	16%	-6%	1%
COc1cccc(N2CCN(C(=O)CSc3ccc(F)cc3)CC2)c1	7%	4	7%	7%	9%	9%	-7%	-6%	?
COCCCNC(=O)C(=O)C1C(=O)Nc2ccccc21 (stereo not given)	-2%	2	3%	-1%	-5%	-3%	5%	1%	0%
C[C@H](c1ccccc1)N1C[C@H](COCc2ccccc2)Oc2cc(N3CC[C@H](O)C3)ccc2S1(=O)=O	nt	-5	nt	?	?	0%	?	-13%	-20%
c1ccc(C[C@H]2CNCCN2CCCCC2CCCCC2)cc1	29%	-80*	?	-18%	-15%	-32%	?	-5%	6%
COc1cc(/C=C/c2nc3ccccc3c(=O)[nH]2)ccc1OC(F)F	-1%	?	0%	6%	-3%	11%	25%	-5%	8%
Cc1nnc(NC(=O)c2cc3n(n2)C(C(F)(F)F)CC(C2CC2)N3)s1 (stereo not given)	0%	-16	-3%[9.22 µM]	-1%	13%	-8%	18%	-4%	0%
CCCC(=O)Nc1ccc(NC(=S)NC(=O)c2ccccc2[N+](=O)[O-])cc1	?	4	?	?	?	-22%	?	-33%[57.1 µM]	?
Cn1c(CO)cnc1SCc1ccc(F)cc1	4%	-18	-2%	15%	15%	5%	-1%	-8%	1%
CCc1ccc(C(=O)COC(=O)c2ccc(Cl)nc2)cc1	4%	-7	3%	22%	18%	19%	7%	-5%	5%
O=c1c2nccnc2[nH]c(=S)n1Cc1ccccc1	?	20	4%	?	3%	4%	-6%	-13%	0%
CCN(CC)C(=O)c1cc2c(=O)n3cccc(C)c3nc2n1C	2%	-19	-1%	20%	17%	-29%	9%	7%	?
CC(C)C[C@H](NC(=O)N1CCn2c1nc1ccccc12)C(=O)NCc1ccc2c(c1)OCO2	-1%	-7	-19%	-25%	-30%	-9%	?	3%	?
O=C(NCCOc1ccccc1Cl)C(=O)Nc1ccccc1	?	i	?	-21%	-24%	29%	?	-5%	?
O=C(NCc1ccccc1)C(c1ccco1)N(C(=O)c1cnccn1)c1ccc(F)cc1 (stereo not given)	-16%	10	-4%	23%	22%	1%	10%	-7%	?
COc1cccc2[nH]c3c(=O)[nH]cnc3c12	-11%	40	-3%	1%	-9%	15%	0%	-14%	?
C=CCC(Nc1ccccc1)c1cccc(OC)c1OC (stereo not given)	1%	-4	4%	-4%	7%	8%	-2%	2%	18%
COc1ccc(Cl)cc1NC(=O)c1cccc(S(=O)(=O)Nc2c(C)n(C)n(-c3ccccc3)c2=O)c1	-1%	9	-19%	-17%	-4%	-10%	-23%	7%	-13%
COc1ccc2nc(NC(=O)CSc3nc(C)cc(=O)[nH]3)sc2c1	0%	14	1%	1%	-3%	20%	6%	-17%	-19%
COc1cccc(Cn2cc(N)cn2)c1	?	-2	-55%[inhibitor]	-7%	5%	nt	0%	3%	0%
COC(=O)/C=C1/SC(=Nc2ccc(Cl)c(Cl)c2)NC1=O	26µM*	-8	-4%	10%	5%	-10%	-5%	-10%[11.6 µM]	14%
C#CCOC(=O)Nc1cccn(Cc2c(Cl)cccc2Cl)c1=O	?	?	?	?	?	-9%	10µM*	-6%	?
C/C(=N\NC(=O)c1ccc(Br)cc1)C1C(=O)c2ccccc2C1=O	?	5	-6%	2.2µM*	1µM*	-31%	?	-30%	?
CCN(Cc1cnn(C)c1)C(=O)c1ccc(OC2CCN(S(=O)(=O)N(C)C)CC2)cc1	7%	-68*	-19%	-12%	-8%	1%[11.3 µM]	0%	-1%	0%

Profiles from above.
CCCC(=O)Nc1ccc(NC(=S)NC(=O)c2ccccc2[N+](=O)[O-])cc1 is listed with MCF10A rereplic = ?; IL1B secr inh = 4; SW480 rerep = ?; HT1080NT lethal = ?; HT1080 IDH1KD tx = ?; ATXN2 expr inh = -22%; KB-3-1 tox = ?; WRN helicase inh = -33%[57.1 µM]; KB-V1 cytotox = ?
CC(C)C[C@H](NC(=O)N1CCn2c1nc1ccccc12)C(=O)NCc1ccc2c(c1)OCO2 is listed with MCF10A rereplic = -1%; IL1B secr inh = -7; SW480 rerep = -19%; HT1080NT lethal = -25%; HT1080 IDH1KD tx = -30%; ATXN2 expr inh = -9%; KB-3-1 tox = ?; WRN helicase inh = 3%; KB-V1 cytotox = ?

Copied from the list.
HT1080NT lethal with `COc1cccc(N2CCN(C(=O)CSc3ccc(F)cc3)CC2)c1` : 7%
WRN helicase inh with `COc1cc(/C=C/c2nc3ccccc3c(=O)[nH]2)ccc1OC(F)F` : -5%
HT1080 IDH1KD tx with `C/C(=N\NC(=O)c1ccc(Br)cc1)C1C(=O)c2ccccc2C1=O` : 1µM*
WRN helicase inh with `O=C(NCCOc1ccccc1Cl)C(=O)Nc1ccccc1` : -5%

(more compounds)
molecule	MCF10A rereplic	IL1B secr inh	SW480 rerep	HT1080NT lethal	HT1080 IDH1KD tx	ATXN2 expr inh	KB-3-1 tox	WRN helicase inh	KB-V1 cytotox
CC(=O)NCC(=O)N(c1c(C)n(C)n(-c2ccccc2)c1=O)C1(C(=O)NC2CCCC2)CCCCC1	0%	2	-6%	15%	21%	-7%	4%	-15%	4%
CN(CC(=O)Nc1ccc(F)c(F)c1F)C(=O)C1CCCO1 (stereo not given)	0%	-13	2%	-1%	2%	1%	13%	2%	?
COc1ccc(-c2ocnc2C(=O)Nc2ccc(N3CCOCC3)cc2N2CCOCC2)cc1OC	21%	-5	0%	-27%	-14%	0%	1%	-12%	-16%
COc1ccc(S(=O)(=O)N2CCC(C(=O)N(C)Cc3ccc(C)o3)CC2)cc1OC	-3%	-24	-6%	-3%	0%	nt	-1%	-6%	-10%
CC1(C)CC(=O)C=C(NCc2ccncc2)C1	-1%	10	-6%	19%	12%	2%	-1%	8%	13%
Cc1cc2c(c(=O)o1)C(C(C)C)C(C#N)=C(N)O2 (stereo not given)	-2%	7	-22%	14%	20%	4%	-4%	-1%	-2%
CCCCC[n+]1ccn(-c2nc3ccccc3nc2[N-]S(=O)(=O)c2ccccc2)c1	2%	-16	-6%	-10%	-3%	-18%	-5%	-4%	-13%
Cc1ccc(Cn2cc(CN3CC(N4CCN(CCO)CC4)CS3(=O)=O)nn2)cc1 (stereo not given)	nt	42	nt	0%	3%	13%	5%	-1%	4%
CN(Cc1ccccc1)C(=O)c1ccccc1Br	11%	-3	-2%	0%	0%	-8%	-1%	-28%	2%
Cc1ncc(C)c2c([N+](=O)[O-])cccc12	nt	?	nt	12%	5%	nt	0%	-2%	3%
COc1cc([C@@H]2c3cc4c(cc3[C@@H](O[C@@H]3O[C@@H]5CO[C@@H](C)O[C@H]5[C@H](O)[C@H]3O)[C@H]3COC(=O)[C@H]23)OCO4)cc(OC)c1O	?	37	2.3µM*	-13%	?	1.1µM*	16µM*	2%	-3%
O=Cc1coc2ccc3ccccc3c2c1=O	-9%	-4	-3%[9.22 µM]	?	?	1%	10%	?	26%
O=C1CC(c2ccccc2)CC(O)=C1C=Nc1ccc(Cl)cc1 (stereo not given)	?	-3	?	-28%	-26%	nt	-2%	6%	3%
Cn1c(=O)c2[nH]c(COc3ccc(C(C)(C)C)cc3)nc2n(C)c1=O	nt	38	nt	-21%	-20%	-38%	?	-5%	-9%
OCCNCCCCOc1ccc(OCc2ccccc2)cc1	?	-81*	14%	-28%	-29%	17%	-20%	-7%	-7%
O=C(N/N=C/c1oc(O)c2ccccc12)c1ccccc1	3%	0	14%	10%	7%	nt	-1%	-7%	21%
COc1ccccc1NC(=O)CN1CCC(C(=O)c2ccc(F)cc2)CC1	?	17	13%	1%	-4%	-4%	-28%	11%	-24%
Cc1ccc(/C=N/NC(=O)c2nc3nc(C)cc(C)n3n2)cc1	3%	0	1%	-4%	-4%	-1%	18%	-29%	-12%
Cc1ccc(S(=O)(=O)N2CCN(C(=O)C(C)Cn3cncn3)CC2)cc1 (stereo not given)	-9%	-5	-1%	-7%	-1%	-17%	-3%	2%	-1%
O=C(c1cc(COc2ccc(F)cc2Cl)on1)N1CCCCC1c1cccnc1 (stereo not given)	?	?	1%	-5%	-10%	?	-6%	-2%	?
COc1ccc(-c2noc(-c3ccccc3C(=O)NCC3CCCO3)n2)cc1 (stereo not given)	10%	16	-4%	0%	-5%	-6%	0%	?	-27%
CCc1cc2c(=O)c(-c3nc4ccccc4n3C)c(CCCC(=O)O)oc2cc1OC(=O)C(C)(C)C	-31%[inhibitor]	41	2%	-10%	-11%	-20%	-13%	-15%	0%
O=c1c2ccccc2nnn1Cc1ccccn1	-1%	3	-1%	1%	-2%	3%	5%	-6%	9%
CC(NC(=O)Cn1cnnn1)c1cccc(C(F)(F)F)c1 (stereo not given)	-2%	-6	-8%	4%	-1%	0%	3%	11%	-9%
CC(NC(=O)/C(=C\c1ccco1)NC(=O)c1ccccc1Br)C(=O)O (stereo not given)	-5%	-7	9%	-6%	1%	-10%[11.3 µM]	0%	-22%[57.1 µM]	-1%
CCc1nc(SCC(=O)c2cccs2)c2oc3ccccc3c2n1	?	10	-3%	0%	-13%	nt	-30%	-6%	-7%
CC(Oc1ccc(Cl)cc1Cl)C(=O)Nc1cccnc1 (stereo not given)	-1%	-15	-9%	-5%	-3%	1%	-5%	-4%	-21%
